Screens: PubChem, National Center for Advancing Translational Sciences (NCATS)
D2 agonist: HTS Assay for Allosteric Agonists of the Human D2 Dopamine Receptor: Primary Screen for Agonists | D(2) dopamine receptor (Homo sapiens), P14416 | activation, % at 2 µM | HEK293 T-REx D2 cells, calcium flux agonist mode | actives 0.53% (n = 340,000);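 active = activation over 3 SD above normal in the single-dose calcium agonist read, cut at about 30% in these data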; also: 0% is about no effect
Target sequence (P14416 whole entry, looked up): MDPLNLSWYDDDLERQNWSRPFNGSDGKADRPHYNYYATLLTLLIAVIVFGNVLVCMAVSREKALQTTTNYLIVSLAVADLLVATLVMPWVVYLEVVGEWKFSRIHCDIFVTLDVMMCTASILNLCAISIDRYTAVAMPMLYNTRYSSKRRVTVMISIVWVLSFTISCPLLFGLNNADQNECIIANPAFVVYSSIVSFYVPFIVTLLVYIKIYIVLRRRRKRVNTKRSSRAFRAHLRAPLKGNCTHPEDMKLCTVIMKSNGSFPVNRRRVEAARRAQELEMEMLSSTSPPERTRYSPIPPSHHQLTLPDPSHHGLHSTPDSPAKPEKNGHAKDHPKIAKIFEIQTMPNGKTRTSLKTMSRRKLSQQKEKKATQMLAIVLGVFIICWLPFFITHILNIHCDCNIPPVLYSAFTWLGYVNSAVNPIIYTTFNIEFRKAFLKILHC
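Agonism scored from kinetic calcium signal (1 read/sec, 180 s) following compound pin transfer, after a 10 s baseline. Cells: HEK293 Trex line expressing inducible D2 receptor coupled to calcium, dye-loaded after overnight culture at 30 C.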
D2 antag: HTS Assay for Allosteric Antagonists of the Human D2 Dopamine Receptor: Primary Screen for Antagonists. D(2) dopamine receptor (Homo sapiens), P14416. HEK293 TREx D2 cells, calcium flux, dopamine EC80. inhibition, % at 10 µM. actives 2% (n = 340,000). AID 485344, 2010; in the data active = inhibition above about 30%; also: 0% is about no effect
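Dopamine at EC80 is the agonist stimulus; test compounds precede it by 180 s. Calcium flux read kinetically in a force-coupled, inducible HEK293 T-REx D2 cell line.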
TrxR1 substrate: qHTS Assay for Substrates of Mammalian Selenoprotein Thioredoxin Reductase 1 (TrxR1): qHTS. Thioredoxin reductase 1, cytoplasmic (Rattus norvegicus), O89049. purified TrxR1 substrate turnover, NADPH consumption readout. Potency, µM (top dose mostly 114 µM), for inactives: top-dose activity change, negative = substrate turnover. actives 0.01% (n = 390,000). AID 588456, 2011; also: potency is read from the fitted curve at half-maximal effect; % is scaled to controls: 0 for no effect and ±100 for the full control effect; nearly all actives have a fitted effect of over 50% in size
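Rat TrxR1, dispensed at 90 nM, was prereduced with 400 uM NADPH (final) for 5 min at ~22 deg C, then incubated with compound 15 min before 400 uM selenite. A first-read NADPH fluorescence drop versus no-compound background flagged substrates.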
USP1 inh: Inhibitors of USP1/UAF1: Primary Screen; actives 0.23% (n = 390,000); Ubiquitin carboxyl-terminal hydrolase 1 (Homo sapiens), O94782; Potency, µM (titrated, usually from 57.1 µM), for inactives: at the highest dose activity change, negative = inhibition, hits mostly inhibitors; recombinant USP1/UAF1, Ub-Rhodamine cleavage fluorescence; AID 743255, 2014; also: potency is read from the fitted curve at half-maximal effect; % is scaled to controls: 0 for no effect and ±100 for the full control effect; nearly all actives have a fitted effect of over 60% in size; inactives centre near -12
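Step one: compound is pinned into 1nM USP1/UAF1 in HEPES pH 7.8 buffer with TCEP. Step two: 15 min room-temperature incubation. Step three: Ub-Rho (150nM final) starts cleavage, tracked by fluorescence over six one-minute reads.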
IDH1 R132H inh: qHTS for Inhibitors of mutant isocitrate dehydrogenase 1 (IDH1): qHTS. Potency, µM (doses to about 76.6 µM), without a hit: at the highest dose activity change, negative = inhibition, hits mostly inhibitors. Isocitrate dehydrogenase [NADP] cytoplasmic (Homo sapiens), O75874. AID 602179, 2012. actives 0.093% (n = 390,000). IDH1-R132H enzyme, NADPH consumption, diaphorase/resazurin fluorescence; also: potency is read from the fitted curve at half-maximal effect; % is scaled to controls: 0 for no effect and ±100 for the full control effect; nearly all actives have a fitted effect of over 65% in size
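IDH1-R132H (0.5 ug/mL dispensed) in pH 7.5 Tris buffer was preincubated 30 min with compound, then given a substrate mix of 0.016 mM NADPH and 2 mM alpha-KG for 80 min at room temperature; remaining NADPH was read by diaphorase/resazurin fluorescence.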
Pin1 inh: qHTS Assay to Find Inhibitors of Pin1; Peptidyl-prolyl cis-trans isomerase NIMA-interacting 1 (Homo sapiens), Q13526; Pin1 FP peptide displacement, HiFluor488, 10 min; Potency, µM (top dose mostly 115 µM), without a hit: top-dose activity, negative = inhibition, usual class: inhibitors; actives 0.009% (n = 390,000); AID 504891, 2011; active = well fitted inhibition curve with a large enough effect in the polarisation, with a control signal flat, not every such curve was filed as active; inconclusive = small, poorly fitted or top-dose-only effect, or effect the other way, or a change in a side signal; inactive = no such curve, though single readings can be large or run the other way; the % refers to the polarisation; also: potency is read from the fitted curve at half-maximal effect; % is scaled to controls: 0 for no effect and ±100 for the full control effect
Target sequence (Q13526 whole entry, looked up): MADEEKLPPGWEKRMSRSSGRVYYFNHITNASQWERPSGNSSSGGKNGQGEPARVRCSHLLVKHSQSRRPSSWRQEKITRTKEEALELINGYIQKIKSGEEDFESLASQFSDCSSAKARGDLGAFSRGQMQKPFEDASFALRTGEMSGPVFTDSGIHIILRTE
TRHR enhancer: qHTS for Small Molecule Agonists and Allosteric Enhancers of Human TRH Receptor: Primary Screen for Enhancers. Thyrotropin-releasing hormone receptor (Homo sapiens), P34981. TRHR cells, fluo-8 calcium fluorescence, EC20 TRH enhancement. enhancement, % at 2 µM. actives 0.66% (n = 360,000). AID 493056, 2011; in the data active = enhancement above about 30%; also: 0% is about no effect
Target sequence (P34981 whole entry, looked up): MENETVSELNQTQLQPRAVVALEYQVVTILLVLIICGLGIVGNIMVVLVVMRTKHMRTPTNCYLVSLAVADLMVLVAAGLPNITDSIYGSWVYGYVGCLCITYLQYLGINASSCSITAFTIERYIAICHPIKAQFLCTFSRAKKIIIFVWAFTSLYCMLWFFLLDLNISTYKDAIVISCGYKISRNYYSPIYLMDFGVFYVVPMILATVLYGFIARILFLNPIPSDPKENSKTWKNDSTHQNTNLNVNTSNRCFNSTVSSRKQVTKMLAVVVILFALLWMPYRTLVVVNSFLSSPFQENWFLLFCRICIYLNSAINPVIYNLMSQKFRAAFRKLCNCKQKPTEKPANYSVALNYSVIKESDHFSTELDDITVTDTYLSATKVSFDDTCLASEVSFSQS
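TRHR-expressing cells loaded with fluo-8 calcium dye were read kinetically (ex 480/em 530) during compound addition, then stimulated with an EC20 of TRH (10 nM final). Enhancement of the Gq-mediated intracellular calcium response was scored.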
rTrxR1 inhibitor: qHTS Assay for Inhibitors of Mammalian Selenoprotein Thioredoxin Reductase 1 (TrxR1): qHTS | AID 588453, 2011 | actives 1% (n = 390,000) | recombinant rTrxR1, NADPH fluorescence consumption, selenite substrate | Thioredoxin reductase 1, cytoplasmic (Rattus norvegicus), O89049 | Potency, µM (top dose mostly 114 µM), inactives show top-dose activity change, negative = inhibition, actives largely listed as inhibitors; also: potency is read from the fitted curve at half-maximal effect; % is scaled to controls: 0 for no effect and ±100 for the full control effect; nearly all actives have a fitted effect of over 65% in size
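Rat TrxR1 (90 nM in the dispensed reagent) was pre-reduced with 400 uM NADPH for 5 min at room temperature, then incubated with compound for 15 min. After 400 uM selenite was added, NADPH fluorescence (Ex 340/Em 450 nm) was followed for 8 min.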
TRHR ag: qHTS for Small Molecule Agonists and Allosteric Enhancers of Human TRH Receptor: Primary Screen for Agonists; activation, % at 2 µM; Thyrotropin-releasing hormone receptor (Homo sapiens), P34981; TRHR cells, calcium flux fluo-8, FDSS agonist mode; actives 0.18% (n = 360,000); in the data active = activation above about 30%; also: 0% is about no effect
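TRHR-expressing cells loaded with fluo-8 calcium dye; 23 nL library compound pin-transferred, kinetic FDSS fluorescence (Ex 480/Em 530) recorded about 180 s for agonist-induced calcium release, before a 10 nM TRH EC20 addition for potentiator mode.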
An asterisk follows results filed as active; ? = inconclusive; · = no result given; & = joins results of further samples; [ ] = remark or other dose. Unless noted, calls follow the shape of the dose curve; as a rule, active = well fitted inhibition curve with a large enough effect; inconclusive = small, poorly fitted or top-dose-only effect; inactive = no such curve, though single readings can be large or run the other way. Not all compounds are listed (hit frequency here may not be typical).

mol	D2 agonist	D2 antag	TrxR1 substrate	USP1 inh	IDH1 R132H inh	Pin1 inh	TRHR enhancer	rTrxR1 inhibitor	TRHR ag
COC(=O)CCCC(NC(=S)N1CC2C[C@@H](C1)Cn1c2cccc1=O)C(=O)OC (stereo not given in full)	0.1	-4	-13%	-17%	-10%	0%	-5	-19%	-1.2
CC(C)CCNC(=O)CN1C(=O)CN=C(c2ccccc2)c2ccccc21	0.8	0	-4%	-4%	30%	1%	-10	10%	-0.2
CN(C)c1nc(N(C)C)nc(N(C#N)CCCl)n1	0.6	5	7%	-11%	-2%	-2%	-1	-74%	-0.1
CCCCCn1c(=O)c(C(=O)Nc2ccccn2)c(O)c2ccccc21	1.2	8	3%	-15%	-6%	-4%	-10	22%	0.3
COc1cccc(C(=O)N2CCC3(CC2)OCCO3)c1	0.3	-9	2%	-18%	-1%	5%	1	24%	0.4
CC(=NCC1CCCO1)c1c(O)n(Cc2ccccc2)c(=O)[nH]c1=O (stereo not given)	-0.4	20	0%[57.1 µM]	-22%	7%	14%	1	4%[57.1 µM]	-0.5
Cc1n[nH]c(C)c1CCN	15	4	12%	-12%	0%	-3%	-9	12%	0.0
O=C(c1ccccc1)C(CN1CCCC1)c1ccccc1 (stereo not given)	2.3	14	3%	-10%	-4%	2%	5	?	-0.2
CCC12CN3CC(CC)(CN(C1)C3c1c(C)[nH]c(=O)[nH]c1=O)C2=O (stereo not given)	0.3	·	-3%	-16%	12%	-3%	5	3%	1.0
COC(=O)c1ccc(C(=O)OC)c(NC(=O)Oc2ccccc2)c1	-0.9	14	304%[activator]	-21%	7%	-1%	-5	-20%	-1.7
CCOC(=O)C1(CCOc2ccccc2)CCN(C2Cc3ccccc3C2)CC1	0.5	2	-16%	-4%	0%	-6%	3	15%[57.1 µM]	-0.7
CC(N)Cc1c[nH]c2ccc(O)cc12 (stereo not given)	·	·	3%	-20%	9%	-2%	·	?	·
CCN1CCN(c2ccc(N)cc2)CC1	0.9	-18	-5%	8%	-1%	-1%	-5	-1%	-0.5
NC(=O)C1CCN(C(=O)CCn2c(=O)oc3ccccc32)CC1	1.2	-5	2%	-25%	-3%	?	10	18%	4.5
Cn1c(O)c(C=NCCCCCCCCCCC(=O)O)c(=O)n(C)c1=O	0.4	-2	-8%	3%	-8%	1%	11	5%	0.0

Following part:
mol	D2 agonist	D2 antag	TrxR1 substrate	USP1 inh	IDH1 R132H inh	Pin1 inh	TRHR enhancer	rTrxR1 inhibitor	TRHR ag
Cc1nc2ccccc2c(=O)n1-c1ccc(F)cc1F	-0.2	-11	6%[57.1 µM]	-2%	-4%	0%	0	17%[57.1 µM]	-0.7
NC(=O)c1cn(C2CCCCC2)c2ccccc2c1=O	-0.6	-5	-4%	-9%	-4%	-7%	2	13%	-0.2
CC(Cc1cccs1)NCc1ccc(Cl)cc1 (stereo not given)	-0.3	10	6%[57.1 µM]	-21%	1%	4%	8	8%[57.1 µM]	0.2
CCc1ccc(N2C(=O)NC(=O)/C(=C/c3cccn3CCOc3ccc(C)cc3)C2=O)cc1	0.0	12	-5%	-15%	-13%	?	-9	-20%	0.3
COc1cc(-n2c(=S)[nH]c3ccccc3c2=O)c(Cl)cc1Cl	0.5	-13	-10%[57.1 µM]	-31%	-2%	-6%	14	?	-0.5
COCCCn1c(-c2ccc(OC)cc2)cc(C(=O)NC2CCCCCCC2)c1C	-0.5	1	1%[57.1 µM]	-15%	3%	3%	0	5%[57.1 µM]	-0.8
O=c1[nH]c(O)c(/C=C2\C=NN=C2c2ccccc2)c(=O)[nH]1	0.0	-21	9%	-11%	10%	-2%	-5	0%	0.3
NP(=O)(Nc1ccccc1)Nc1ccccc1	·	·	8%[57.1 µM]	7%	-10%	-3%	·	-6%[2.29 µM]	·
O=C(COc1ccc(S(=O)(=O)N2CCOCC2)cc1)N1CCN(Cc2ccc3c(c2)OCO3)CC1	1.1	15	0%	-14%	-6%	-2%	5	9%	0.9
CC1C(=O)OC2CCN3CC4OC4(COC(=O)C(C)(O)C1(C)O)C23 (stereo not given)	·	·	10%[11.4 µM]	-3%	3%	?	·	6%[11.4 µM]	·
COc1ccc(/C=C/C=C2C(=O)NC(=S)NC2=O)cc1	·	·	-6%	-10%	?	32%[activator]	·	7.1µM*	·
O=C(CNC(=O)c1cccc(S(=O)(=O)N2CCc3ccccc32)c1)Nc1ccccc1Br	·	·	-11%	-8%	8%	23%	·	?	·
OCCCCO	0.3	8	9%	?	-3%	-2%	2	24%	0.3
Cc1ccc2nsnc2c1-n1c(C)nc2ccccc2c1=O	0.2	-7	-7%	-2%	-2%	4%	-6	2%	0.0
CN1CCCN(C(=O)COc2ccc(F)cc2Cl)CC1	0.0	0	0%	-21%	-1%	-1%	2	0%	0.0

Taken from above:
Cc1ccc2nsnc2c1-n1c(C)nc2ccccc2c1=O @ Pin1 inh: 4%
NP(=O)(Nc1ccccc1)Nc1ccccc1 @ Pin1 inh: -3%

Carrying on.
mol	D2 agonist	D2 antag	TrxR1 substrate	USP1 inh	IDH1 R132H inh	Pin1 inh	TRHR enhancer	rTrxR1 inhibitor	TRHR ag
COc1ccc2c(c1O)-c1c(OC)c(OC)cc3c1[C@H](C2)N(C)CC3	0.1	14	-1%	?	4%	4%	2	23%	0.2
COC(=O)C1=C(c2ccc(OCc3ccccc3)cc2)C[C@@H]2CC[C@H]1N2C(=O)NC1CCN(Cc2ccccc2)CC1	-1.2	70*	-7%	1%	8%	-2%	-5	5%	0.0
CCn1ccnc1CN1CCCC(C(=O)c2cc(C)c(OC)c(C)c2)C1 (stereo not given)	-0.9	-3	2%	-23%	8%	4%	0	19%	-0.9
COc1ccc(/C=C2/C(=O)NC(=O)N(c3ccc(C)c(C)c3)C2=O)cc1CN1C(=O)c2ccccc2C1=O	-0.8	-2	0%[57.1 µM]	-13%	2%	15%	5	?	-0.7
N#Cc1cn(C2OC(CO)C(O)C2O)c2ncnc(N)c12 (stereo not given)	·	·	-3%	-20%	5%	-1%	·	-6%	·
CSc1ccc(C(c2c(O)c3ccccc3oc2=O)c2c(C)n(C)n(-c3ccccc3)c2=O)cc1 (stereo not given)	-0.6&0.4	-17	5%&-2%	-18%&-9%	8%&-13%	27%&41%	13&3	17%&1%	-0.2&-0.3
Fc1cccc(C2NCc3ccccc3-n3cccc32)c1 (stereo not given)	-0.9	6	7%[57.1 µM]	-15%	3%	5%	-4	3%	-0.1
Cc1ccc(-c2nn(Cc3ccccc3)cc2C(=O)O)cc1	0.4	-13	1%	0%	6%	-1%	-3	30%	1.9
Cc1cccn2c(=O)c3c(nc12)N1CCCCC1C1(C3)C(=O)N(C)C(=O)N(C)C1=O (stereo not given)	0.5	-14	10%	-31%	3%	?	21	3%	-1.2
O=[N+]([O-])c1ccc(N2CCCC(C(F)(F)F)C2)c2ccncc12 (stereo not given)	-2.2	8	-3%	?	21%	-9%	-5	-8%	-1.1
CCCC(C)n1[nH]c(=O)c2c1NC(=O)CSC2c1ccccc1 (stereo not given)	0.1	3	2%	4%	-2%	21%	18	4%	-0.1
CC(C)NS(=O)(=O)c1ccc(OCC(=O)N2CCN(Cc3ccccc3)CC2)cc1	·	·	16%	-4%	7%	-13%	·	6%	·
CN(C)c1nc(OCCNC(=O)COc2ccc(Cl)cc2Cl)nc(N2CCCCC2)n1	1.6	1	1%	-3%	2%	4%	1	7%	1.7
COc1cc(C=C2C(=O)NC(=O)NC2=O)ccc1OCc1ccc([N+](=O)[O-])cc1	-1.4	-18	4%[57.1 µM]	-20%	10%	-3%	-11	?	-1.3
CC(=O)NC(=O)NC(C)Cc1ccccc1 (stereo not given)	0.9	1	-10%	-9%	13%	-1%	-9	1%[57.1 µM]	0.3

Further entries follow:
mol	D2 agonist	D2 antag	TrxR1 substrate	USP1 inh	IDH1 R132H inh	Pin1 inh	TRHR enhancer	rTrxR1 inhibitor	TRHR ag
C/C(N)=C(/C#N)C(=O)CSc1nc2cc(Cl)ccc2c(=O)n1-c1ccc(C)cc1	1.0	-5	8%[57.1 µM]	-15%	14%	30%[activator]	-3	-7%[57.1 µM]	1.5
CCC(=Nc1ccc2c(c1)CCC2)c1c(O)n(C)c(=O)n(C)c1=O	·	·	-10%	2%	8%	-3%	-1	-6%	-0.3
Cc1cccc(-n2c(O)c(C=NCCN3CCNCC3)c(=O)[nH]c2=S)c1	0.6	10	-15%	-2%	6%	5%	7	-7%[57.1 µM]	0.0
c1ccc2c(CN3CCCCCCC3)c[nH]c2c1	0.3	10	-5%	-21%	-4%	0%	1	-21%	0.0
CC1([N+](=O)[O-])COP(=O)(Nc2ccc(F)cc2)OC1 (stereo not given)	·	·	10%[11.4 µM]	-16%	6%	0%	·	5%[11.4 µM]	·
